eIF4E 4G PPI: blocks eIF4E binding to eIF4G; TR-FRET eIF4E-eIF4GI(517-606) binding, 2 h; inhibition, % at 21.7 µM; 0.37% of 220,000 active;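 further: 0% = full FRET control wells and 100% = background wells lacking eIF4GI fragment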
Thrombin inh: thrombin (human) inhibition. alpha-thrombin, Boc-VPR-AMC fluorogenic substrate cleavage. inhibition, % at 5 µM. P00734. 0.26% of 220,000 active. AID 1046;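 active means inhibition at or above 40%; inactive means inhibition below 40%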;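 further: 0% = enzyme with no compound and 100% = wells without enzyme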
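Material: Human alpha-thrombin protein | Buffer or medium: pH 7.5 Tris-saline with Tween 20 | Reagent: Boc-VPR-AMC substrate, 15 µM final | Schedule: Reaction at ambient temperature | Detection: AMC fluorescence at 355 nm excitation and 460 nm emission | Evaluation: Percent inhibition scaled between no-compound controls and no-enzyme blanks | Controls: no-compound enzyme wells and no-enzyme blanks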
Furin inhibitor: blocks human furin protease activity; purified furin, fluorogenic substrate cleavage; inhibition, % at 30 µM; 0.061% of 220,000 active; AID 463115; in the data active means inhibition above about 25%; further: inactives centre near -15
p47phox inh: inhibitors of human p47phox binding | P14598 | p47phox/p22phox peptide binding, fluorescence polarization, 2 h | inhibition, % at 24.7 µM | 0.53% of 220,000 active | AID 1274;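 further: 0% = p47phox with labelled peptide and 100% = labelled peptide alone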
hK5 inh: kallikrein 5 (human) inhibition; 0.59% of 210,000 active; recombinant hK5, fluorogenic AMC substrate cleavage; AID 873; Q9Y337; inhibition, % at 5 µM;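 active means inhibition of 40% or more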;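 further: 0% = enzyme controls without compound and 100% = no-enzyme blanks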
EBV gp42 inh: inhibitors of Epstein-Barr virus glycoprotein 42; inhibition, % (tested at 21.74 µM); Fluorescence polarization binding assay, mP read-out; Q1HVG2; 0.42% of 220,000 active; in the data active means inhibition above about 50%
Rad51 HR inh: Rad51 (human) homologous recombination inhibition; Q06609; hRad51 DNA strand exchange, fluorescence dequenching; inhibition, % at 10 µM; 0.085% of 200,000 active;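 active means inhibition above 40% at the single screening dose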;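 further: 0% = DMSO control wells and 100% = blanks with heterologous ssDNA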
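Material: human Rad51–ssDNA filaments; Probe or stimulus: labelled 47-mer dsDNA for strand exchange; Doses: single 10 µM dose; Incubation: 37 °C 15-min filament assembly, 30-min compound preincubation, 15-min exchange; Technique: FRET fluorescence dequenching, excitation 485 nm, emission 520 nm; Measure: Fluorescence-based percent inhibition, control- and blank-normalised; Benchmarks: plate control and blank wells.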
14-3-3 Bad inh: disrupts binding of bovine 14-3-3 zeta to phospho-Bad peptide; TR-FRET 14-3-3zeta/Dy647-pBad peptide displacement, 1 h; inhibition, % at 21.7 µM; 0.71% of 220,000 active;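 active means inhibition above about 70%, limit read from the data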;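 further: 0% = full 14-3-3 plus peptide FRET controls and 100% = background without 14-3-3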
KCC2 mod: modulators of human KCC2 chloride dependent transport | KCC2 cells, thallium flux FluoZin-2 fluorescence | Q9H2X9 | AID 1456 | B-score of Tl+ flux slope (higher = more flux/activation; lower = inhibition) at 10 µM | 2.2% of 190,000 active;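 active means thallium flux slope and its plate-corrected score both differing from the plate sample mean at a set confidence after two filtering rounds, in either direction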;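 further: slope of fluorescence scaled to starting intensity during 10 to 20 s after thallium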
Target sequence (Q9H2X9 whole entry, looked up): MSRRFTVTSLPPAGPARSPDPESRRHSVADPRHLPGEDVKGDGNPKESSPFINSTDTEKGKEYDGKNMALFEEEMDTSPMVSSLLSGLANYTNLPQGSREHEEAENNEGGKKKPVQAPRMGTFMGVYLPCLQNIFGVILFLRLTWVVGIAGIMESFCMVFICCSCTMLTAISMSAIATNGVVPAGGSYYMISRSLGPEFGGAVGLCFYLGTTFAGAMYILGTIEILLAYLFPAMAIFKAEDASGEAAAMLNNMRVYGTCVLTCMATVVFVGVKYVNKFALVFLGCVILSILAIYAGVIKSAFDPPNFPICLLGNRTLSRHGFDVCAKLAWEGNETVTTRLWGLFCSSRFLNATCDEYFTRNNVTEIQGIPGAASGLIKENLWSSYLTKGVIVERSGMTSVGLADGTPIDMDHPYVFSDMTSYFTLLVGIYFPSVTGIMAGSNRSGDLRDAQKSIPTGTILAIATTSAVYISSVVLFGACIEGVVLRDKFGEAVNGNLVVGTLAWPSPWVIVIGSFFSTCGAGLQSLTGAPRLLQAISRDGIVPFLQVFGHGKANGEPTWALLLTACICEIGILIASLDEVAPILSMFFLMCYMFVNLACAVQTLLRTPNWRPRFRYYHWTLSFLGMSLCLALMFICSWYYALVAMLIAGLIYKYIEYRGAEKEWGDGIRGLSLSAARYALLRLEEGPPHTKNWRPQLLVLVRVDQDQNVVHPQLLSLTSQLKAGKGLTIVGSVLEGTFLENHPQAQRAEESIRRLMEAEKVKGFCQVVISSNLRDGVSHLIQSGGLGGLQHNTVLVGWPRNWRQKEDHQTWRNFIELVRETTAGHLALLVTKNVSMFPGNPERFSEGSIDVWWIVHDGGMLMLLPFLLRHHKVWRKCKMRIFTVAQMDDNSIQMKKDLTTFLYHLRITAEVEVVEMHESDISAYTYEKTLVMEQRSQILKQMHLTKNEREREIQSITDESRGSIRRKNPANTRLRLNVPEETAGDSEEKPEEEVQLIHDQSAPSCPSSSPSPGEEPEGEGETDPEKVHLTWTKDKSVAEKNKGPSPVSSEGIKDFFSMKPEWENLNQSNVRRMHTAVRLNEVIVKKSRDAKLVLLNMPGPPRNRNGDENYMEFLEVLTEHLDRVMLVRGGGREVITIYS
* marks the source's active call; other numbers are inactive results; i = inactive; nt = not tested or not shown; & = joins results of further samples; [ ] = another dose, or the depositor's remark.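 How the source made its calls, unless noted: active means inhibition above about 30% (limit read from the data); inactive means the rest.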

Preview, 4 compounds:
SMILES	eIF4E 4G PPI	Thrombin inh	Furin inhibitor	p47phox inh	hK5 inh	EBV gp42 inh	Rad51 HR inh	14-3-3 Bad inh	KCC2 mod
CCO[C@@H]1OC(C(=O)Nc2ccccc2)=C[C@H](C2CC2)[C@H]1CCCO	-1	-8	-31	-5	-3	-6	0	-2	0.64
O=C(O)C(Cc1ccccc1)N1C(=O)/C(=C/c2cccs2)SC1=S (stereo not drawn)	-3	4	-11	-28	0	11	-188	2	-1.4
Nc1nnc(SCc2ccc(F)cc2Cl)s1	6	-2	-20[20 µM]	-28	-23	-12	-1	30	0.028
O=C(C1=C[C@@H](c2ccc3c(c2)OCO3)C[C@@H](OCCCCO)O1)N1CCOCC1	-1	-7	-17	8	-4	7	1	-2	0.74

The whole of this part, repeating the preview:
SMILES	eIF4E 4G PPI	Thrombin inh	Furin inhibitor	p47phox inh	hK5 inh	EBV gp42 inh	Rad51 HR inh	14-3-3 Bad inh	KCC2 mod
CCO[C@@H]1OC(C(=O)Nc2ccccc2)=C[C@H](C2CC2)[C@H]1CCCO	-1	-8	-31	-5	-3	-6	0	-2	0.64
O=C(O)C(Cc1ccccc1)N1C(=O)/C(=C/c2cccs2)SC1=S (stereo not drawn)	-3	4	-11	-28	0	11	-188	2	-1.4
Nc1nnc(SCc2ccc(F)cc2Cl)s1	6	-2	-20[20 µM]	-28	-23	-12	-1	30	0.028
O=C(C1=C[C@@H](c2ccc3c(c2)OCO3)C[C@@H](OCCCCO)O1)N1CCOCC1	-1	-7	-17	8	-4	7	1	-2	0.74
Cc1nc(C(=O)NC2CCOCC2)sc1C1(C)CC(c2ccccc2)=NO1 (stereo not drawn)	3	-1	-14	-3	3	-20	0	-2	-0.37
CC1=Nc2ccccc2N=C(NC(=O)CN2CCN(c3ccc(F)cc3)CC2)C1c1ccccc1 (stereo not drawn)	-5	-6	-5	-6	-3	12	4	-3	-0.28
O=C(c1ccncc1)N1CCN(C(=O)c2cccc3ccccc23)CC1	-1[fluorescence artefact?]	2	0	-5	-17	-21	2	-13[fluorescence artefact?]	-0.55
C=CCn1c(SCC(=O)Nc2ncc(Cc3cc(Cl)ccc3Cl)s2)nnc1-c1ccncc1	-18	-8	-30	4	-19	18	2	17[fluorescence artefact?]	0.33
Cc1ccc(SCCOCCN2CCc3ccccc3C2)cc1	-7	-11	-11	-4	-16	-7	1	-1[fluorescence artefact?]	0.065
C=C(C)Cn1c(Sc2nc3ccccc3[nH]2)nc2c1c(=O)[nH]c(=O)n2C	0	2	-19	6	-20	7	-1	12	nt
CCC(=O)Nc1ccc(NC(=O)CN2CCCC(C)C2)c(Cl)c1 (stereo not drawn)	-2[fluorescence artefact?]	2	-12	1	-7	-20	-4	-5[fluorescence artefact?]	-0.58
CCc1cccc2c(C(=O)CCl)c[nH]c12	5	-11	-23	-14	-7	-13	-5	-5	-0.094
Cc1sc2nc(CC(=O)N3CCCC3)[nH]c(=O)c2c1C	-2	-11	-18	-21	-4	-5	-13	-8	0.016
CCc1ccc(C(C(=O)NC(C)(C)CC)N(Cc2ccco2)C(=O)Cn2nnc3ccccc32)cc1 (stereo not drawn)	3	-4	-21[20 µM]	-9	-6	-5	1	1[fluorescence artefact?]	-0.49
CC1=NN(C(=O)Cn2nc([N+](=O)[O-])c(Br)c2C)C(O)(C(F)(F)F)C1 (stereo not drawn)	4	0	-22	-4	0	-13	5	-5	0.49
CCC(=O)N1CCc2cc(Br)cc(S(=O)(=O)N(C)c3ccc(OC)cc3OC)c21	4	3	-14	-8	-13	12	8	7	0.92
O=c1[nH]c(CN(CCO)CCO)nc2c1C1(CCCCC1)Cc1ccccc1-2	-5	-5	-17	5	-2	-14	1	-5	nt
COc1cccc2c(=O)c3ccccc3oc12	0&-2	-10	-17	-10&-4	-2	-2&3	1	-5&56	-0.023
CCN(CC)C(=O)COc1ccc(/C(C)=N/Nc2ncc(Cl)cc2Cl)cc1	-5	3	-21	-4	3	-10	14	-2	0.27
CC(=O)c1c(N2CCN(C)CC2)nc(=S)n(-c2cc(C)ccc2C)c1C	-2	-4	-25	2	-4	-5	5	-15	0.88
Oc1ccccc1N1CCN(c2ncnc3sc(-c4ccccc4)cc23)CC1	0	-2	2	-45	-8	-4	1	-3	-0.61
CC12CCC(C(=O)Nc3ccccc3)(C/C1=N\O)C2(C)C (stereo not drawn)	3	-7	-5[20 µM]	-6	-12	-3	-34	0	-0.15
O=[N+]([O-])c1ccc(NC2CCCC2)cc1	3	-2	15	12	-11	-17	-2	2	-0.14
Cc1ccc(CN2CCN(Cc3nc(C(C)C)cs3)CC2CCO)cc1 (stereo not drawn)	0	-7	-17	-1	nt	-16	17	5	nt
CCN1CC=C2C(C1)C(c1ccc(Cl)s1)C(C#N)=C(N)C2(C#N)C#N (stereo not drawn)	2	4	-1	0	-9	88*	nt	8	i
(continued)
SMILES	eIF4E 4G PPI	Thrombin inh	Furin inhibitor	p47phox inh	hK5 inh	EBV gp42 inh	Rad51 HR inh	14-3-3 Bad inh	KCC2 mod
Cc1cc(NC(=O)COC(=O)COc2ccc3c4c(c(=O)oc3c2)CCC4)no1	3	1	-26	-5	5	-12	0	-6	-0.68
CC(C)(C)c1ccc(C(=S)N2CCN(c3ccccc3)CC2)cc1	-8	-1	-19	-3	1	14	10	-15	1.5
NC(=O)C1CCN(CCS(=O)(=O)c2ccc(Cl)cc2)CC1	5	-9	-10	0	-6	-13	-19	-4	-0.5
COc1ccc(C2CC(c3ccccc3)=NN2C(=O)CN2N=NC3C(=O)N(c4cccc(F)c4)C(=O)C32)cc1 (stereo not drawn)	3[fluorescence artefact?]	-7	-11	-45	-9	-24	-24	-5	0.61
CC(C)N(C)C(=O)CCc1nnc(CCc2c[nH]c3ccccc23)o1	-1	4	-19	-3	nt	-1	38	-12	0.0027
COc1ccc(C(=O)N2CCN=C2SC)cc1OC	7[fluorescence artefact?]	2	-19	-18	-3	-7	1	8[fluorescence artefact?]	nt
CC1C2C(C)N(C)C(=O)N(C)C2N(C)C(=O)N1C (stereo not drawn)	2	1	-22[20 µM]	-15	4	65*	-12	-1	nt
O=C1C(c2c(O)[nH]c3ccccc23)=Nc2ccccc21	0	nt	nt	93*	nt	-10	1	2	-0.24
O=C(/C=C/c1ccco1)Nc1cccc(S(=O)(=O)N2CCOCC2)c1	6	-10	-1	0	-6	-19	-1	3[fluorescence artefact?]	0.23
CCOc1ccc(NC(=O)CCC(=O)NNC(=O)COc2ccc(C)cc2)cc1	3	-6	-16	-12	-4	6	10	-7	2.6
COc1ccc(C2(C(=O)Nc3ccccc3)CCOCC2)cc1	9[fluorescence artefact?]	-6	-10	-2	-12	2	2	-1	0.2
O=C(COc1ccc(Cl)cc1)N/N=C/CCc1ccccc1	2	1	-4[20 µM]	-6	-14	-10	-5	7	-1.2
COc1cccc(-c2nc3ccccc3c(=O)o2)c1	1	65*	-20[20 µM]	-8	31	11	-3	-9	0.14
Cc1cc(Cl)ccc1OCC(=O)NNC(=O)C1CCCO1 (stereo not drawn)	-3	7	-17	5	13	-2	20	-11	0.65
COCCCNC(=O)c1cccc(NC(=O)c2ccccc2)c1	6[fluorescence artefact?]	-2	-11	-9	-6	-11	5	7	0.36
COc1ccc(CN(C)C2c3ccccc3-c3ccccc32)cc1	-1[fluorescence artefact?]	-2	-11	-16	-5	-11	-8	0	0.61
COc1ccccc1-c1ccc(/C=C2\C=CC(=O)O2)o1	5	-1	-6	-43	3	-68	-282	6	i
Cc1cccc(-c2noc(-c3ccoc3C)n2)c1	-5	-1	-10	-13	-3	2	2	-2	-0.11
O=C(c1ccco1)N1CCN(c2ccc([N+](=O)[O-])cc2Cl)CC1	1	2	3	-40	8	-9	16	4	0.041
OCCC1CN(Cc2ccc3c(c2)CCO3)CCN1C1CCCC1 (stereo not drawn)	1	-2	-20	6	-3	5	2	-9	1.3
Cc1onc(C(=O)Nc2cccnc2Cl)c1[N+](=O)[O-]	-1	-6	-14	15	-8	-7	6	-4	0.087
CCC(C)Nc1nc(N)c([N+](=O)[O-])c(NCCO)n1 (stereo not drawn)	3	4	9	-13	6	-12	3	-1	0.94
CCOC(=O)c1sc2ncn(/N=C/c3ccc(O)c(OC)c3)c(=O)c2c1C	9	0	-14	-2	7	-2	-83	13	0.91
O=C(/C=C/c1ccc(Cl)cc1)Nc1ccc(N2CCOCC2)cc1	-6	-9	-14	6	-6	6	3	-3	1.2
CC(=O)c1ccc(Nc2nc(NCCO)nc(OC(C(F)(F)F)C(F)(F)F)n2)cc1	2	-5	-11[20 µM]	9	-3	-1	14	0[fluorescence artefact?]	0.042
(listing goes on)
SMILES	eIF4E 4G PPI	Thrombin inh	Furin inhibitor	p47phox inh	hK5 inh	EBV gp42 inh	Rad51 HR inh	14-3-3 Bad inh	KCC2 mod
COc1ccc(NC(=O)Nc2ccc3c(c2)CCC3)cc1OC	-2	4	-25	8	14	-4	5	-8	0.25
CCOc1ccc2nc(SCC(=O)NC3CCCc4ccccc43)sc2c1 (stereo not drawn)	23	-1	-14	-7	-15	-14	8	8	0.69
O=C(NC1CCCCCC1)C1CC(=O)N(Cc2ccccc2)C1 (stereo not drawn)	-15[fluorescence artefact?]	-5	-30	8	-15	-29	-2	26[fluorescence artefact?]	0.58
CCC(=O)Nc1c2c(nc3c1CCC3)CCCC2	9	-7	-17	16	1	0	3	68[fluorescence artefact?]	nt
COC(=O)C1C2CCC(C2)C1C(=O)OCC(=O)c1ccccc1 (stereo not drawn)	-8[fluorescence artefact?]	-4	-18[20 µM]	29	-9	-12	-42	-8[fluorescence artefact?]	0.73
O=c1[nH]c2cc3c(cc2cc1C(c1nnnn1C1CCCC1)N1CCSCC1)OCCO3 (stereo not drawn)	-1	-4	-25	-4	-17	-21	nt	0	-0.22
Cn1c(SCC(O)c2ccccc2)nnc1-c1ccc2ccccc2c1 (stereo not drawn)	0	3	-15	-13	-1	-10	18	3	-1.3
COc1ccccc1N(C(=O)NCc1ccccc1)C1=NCC(C)S1 (stereo not drawn)	-3	-3	-13	-16	-19	-4	7	-3	-2.4
Cc1nn(-c2ccccc2)c(Cl)c1/C=N/O	-1	0	-8	-4	-6	-5	nt	1	0.38
COc1ccc(-n2c(Cc3cccn3C)nnc2SCC(=O)Nc2ccc(C)cc2C)cc1	0	-8	-7	-4	-7	-10	-5	0	-1.7
O=C(CCNS(=O)(=O)c1ccc(Cl)cc1)N1CCN(Cc2ccccc2)CC1	1	-3	-15	3	-10	-4	nt	-5	-2.2
CN(CCc1ccccn1)C(=O)CCNC(=O)Cn1cnc2ccccc2c1=O	6	4	-16[20 µM]	-4	0	3	-1	1	-0.5
Cc1ccc(S(=O)(=O)N2CC3CCCC2C3)cc1 (stereo not drawn)	0	1	-8	3	-10	4	17	-2	-0.55
CN(C)NC(=O)C(NC(=O)c1ccccc1)C12CC3CC(CC(C3)C1)C2 (stereo not drawn)	0	-15	-20	13	-10	-2	17	-2	1.8
CCn1nc(NC(=O)c2cccnc2)c2cc3ccccc3nc21	7	-4	-16[20 µM]	-29	2	-31	-3	-1	1.6
COC(=O)C1=C(C)NC(C)=C([N+](=O)[O-])C1c1ccccc1C(F)(F)F (stereo not drawn)	-2	3	-2	-7	-3	-3	-2	-10	-3
CCCc1cc(=O)oc2cc(OCC(=O)N(C)C)c(Cl)cc12	-21	-5	-10	2	0	-3	3	-4	1
COc1ccccc1CNC(=O)C/C(C)=N/NC(=O)Cc1ccc(OC)c(OC)c1	1	-7	-19	3	-10	-1	14	-6	0.73

Bioassay records: PubChem BioAssay, several laboratories
